Compound activity from PubChem.
NPR2 activator = GC-B (human) receptor activation. HEK293-GC-B cells, CNP EC30, cGMP TR-FRET; 0% at EC30 CNP, 100% saturating CNP. activation, % at 10 µM. 370,000 tested, 0.11% active. AID 1920062;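 active = activation at 10 µM reaching about 35% in either raw or pattern-adjusted values, limit read from the data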
DAX1 inh-1 = NR0B1 (DAX1) inhibition; HEK293 Gal4-DAX1 luciferase reporter, luminescence; AID 504766; P51843; 340,000 tested, 0.99% active; inhibition, % at 6.75 µM;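 active = inhibition above the mean over all tested compounds plus 3 SD, cut at about 4.2% in these data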;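 also: 0% = DAX1-transfected cells with DMSO and 100% = empty-vector control cells with DMSO; inhibition shows as a rise in luminescence from relieved DAX1 repression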
Target sequence (P51843 207-470 limits assumed): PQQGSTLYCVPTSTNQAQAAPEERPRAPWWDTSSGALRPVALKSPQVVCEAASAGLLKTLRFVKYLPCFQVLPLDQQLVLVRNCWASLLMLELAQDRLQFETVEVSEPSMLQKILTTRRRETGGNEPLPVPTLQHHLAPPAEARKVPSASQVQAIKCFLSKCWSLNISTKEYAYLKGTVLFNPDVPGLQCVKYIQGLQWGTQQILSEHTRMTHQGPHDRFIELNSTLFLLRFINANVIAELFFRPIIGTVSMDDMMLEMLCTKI
GAA850 FXN act = frataxin GAA850 promoter activation; HEK293 lucGAA850 FXN promoter luciferase reporter, 24 h; percent of 10 µM SAHA response; activation, % at 6 µM; 360,000 tested, 0.56% active;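 active = activation above the average of all compounds screened plus 3 SD, cutoff fixed separately per campaign, cut at about 7.5% in these data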;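 also: 0% = DMSO wells and 100% = 10 µM SAHA wells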
hgDAF-12 ag = activates the H. glycines DAF-12 receptor ligand-binding domain. HEK293 GAL4-hgDAF12 UAS-luciferase reporter, agonist luminescence; normalized to butyrate control. AID 687014. activation, % at 6.8 µM. 370,000 tested, 1.8% active;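 active = activation above a cutoff set at the mean of all screened compounds plus 3 SD, cut at about 10% in these data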;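 also: 0% = DMSO wells and 100% = sodium butyrate wells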
hcDAF12 agonist = H. contortus DAF-12 activation, primary screen; HEK293 hcDAF-12 lit1-tk-luc reporter, luminescence; 0% DMSO, 100% Δ7-dafachronic acid; activation, % at 6.8 µM; 370,000 tested, 1.4% active; AID 652067;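 active = activation above the mean of all tested compounds plus 3 SD, cut at about 5.5% in these data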;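 also: 100% = response to 3 µM Δ7-dafachronic acid high control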
sPLA2-III inh = Inhibits HGIII-sPLA2 liposome hydrolysis, primary screen; Q9NZ20; QFRET BODIPY PC-A2 liposome hydrolysis, fluorescence; inhibition, % at 12.2 µM; 370,000 tested, 0.56% active;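 active = inhibition above mean plus 3 SD of compounds lying within the high and low control bounds, cut at about 19% in these data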;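 also: 0% = median of test compound wells and 100% = no enzyme DMSO wells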
ADAM10 inh = inhibits human ADAM10. O14672. recombinant ADAM10, EDANS/DABCYL FRET peptide cleavage, 3 h. inhibition, % at 7 µM. 370,000 tested, 0.62% active. AID 720582;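 active = inhibition above a per-campaign cutoff equal to the mean of compounds falling between control-based bounds plus 3 SD, cut at about 20% in these data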;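 also: 0% = DMSO wells while the 100% control is not disclosed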
Target sequence (O14672 214-748 limits assumed): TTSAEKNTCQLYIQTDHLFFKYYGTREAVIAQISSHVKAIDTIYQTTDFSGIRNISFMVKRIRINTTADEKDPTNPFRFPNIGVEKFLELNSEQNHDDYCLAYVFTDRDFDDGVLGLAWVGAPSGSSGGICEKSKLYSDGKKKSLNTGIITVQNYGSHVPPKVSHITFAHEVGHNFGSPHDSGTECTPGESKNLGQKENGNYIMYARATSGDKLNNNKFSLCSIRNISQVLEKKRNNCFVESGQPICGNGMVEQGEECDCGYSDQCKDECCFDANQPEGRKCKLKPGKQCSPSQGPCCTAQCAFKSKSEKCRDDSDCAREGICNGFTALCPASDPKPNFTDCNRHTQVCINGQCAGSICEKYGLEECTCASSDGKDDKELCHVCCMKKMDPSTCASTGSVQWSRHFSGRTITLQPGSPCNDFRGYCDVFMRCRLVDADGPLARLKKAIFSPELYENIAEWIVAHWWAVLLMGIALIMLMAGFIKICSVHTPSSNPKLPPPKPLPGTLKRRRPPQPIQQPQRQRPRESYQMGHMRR
SMARCA2 activ = increases SMARCA2 function in MMTV reporter cells; MG213 cells, MMTV-luciferase reporter, dexamethasone, overnight; activation, % at 9.1 µM; 370,000 tested, 1% active; in the data active = activation above about 7.8%;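 also: 0% = vehicle wells and 100% = reference activator wells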
GC-A act = GC-A (human) enzyme activation. HEK293 GC-A cells, cGMP TR-FRET, EC30 ANP; 0% at EC30 ANP, 100% saturating ANP. activation, % at 10 µM. 370,000 tested, 0.14% active. AID 1671463; in the data active = activation above about 40%
DAX1 inh-2 = blocks DAX1 repression of SF-1 activated StAR promoter; HEK293T StAR-luciferase reporter, SF-1/DAX-1 repression relief; inhibition, % at 6.8 µM; 370,000 tested, 1.1% active; AID 652010;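 active = inhibition above the mean over all tested compounds plus 3 SD, cut at about 3.6% in these data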;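 also: 0% = DAX-1 cells with DMSO and 100% = cells lacking DAX-1 with DMSO; higher inhibition means more luminescence from relief of DAX-1 repression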
ssDAF-12 act = activators of S. stercoralis DAF-12 nuclear receptor; HEK293 ssDAF-12/GRIP1 lit1-tk-luc reporter, luminescence; % of 3 µM dafachronic acid response; activation, % at 6.8 µM; 370,000 tested, 1% active; AID 652126;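 active = activation above the mean over all tested compounds plus 3 SD, cut at about 0.9% in these data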;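 also: 0% = DMSO-only wells and 100% = 3 µM delta7-dafachronic acid wells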
* hit, by the source's call; i = inactive; nt = no result given.

Molecule,NPR2 activator,DAX1 inh-1,GAA850 FXN act,hgDAF-12 ag,hcDAF12 agonist,sPLA2-III inh,ADAM10 inh,SMARCA2 activ,GC-A act,DAX1 inh-2,ssDAF-12 act
COCCNC(=O)CN(C(=O)CCC(=O)Nc1nccs1)c1ccccc1OC,8,0.2,0.1,1.8,-1.5,7,-2,-2,1,-0.3,-1.5
COC(=O)c1cc(CN2CCN(c3ccccc3)CC2)ccc1O,3,-1.9,1.7,-3.2,-1.9,12,-6,0,-2,-0.7,-0.9
Cc1c(Br)cccc1NC(=O)c1sccc1-n1cccc1,2,-1.3,-0.6,0.3,-1.2,-1,6,-3,4,-1.4,-1.3
C/C(=N\NC(=O)COc1cc(C)cc(C)c1)c1ccc(N2CCOCC2)cc1,3,0.5,0.8,3.3,0.9,8,-5,1,2,0.3,-1.7
O=C(NCCN1CCC(Cc2ccccc2)CC1)C1CCCN(S(=O)(=O)c2ccccc2[N+](=O)[O-])C1 (stereo unspecified),-5,nt,nt,-5.7,-4.0,-11,-2,-6,-2,-2.1,-1.5
CC(=O)c1ccc2c(c1)N(Cc1ccc3ccccc3c1)C(=O)C(C)S2 (stereo unspecified),-8,nt,0.8,-5.1,-0.4,-4,-4,-6,-5,-0.3,-0.9
CC1(C)Cc2cccc(OCC(=O)OCc3nnc(-c4ccccc4)o3)c2O1,5,0.3,0.1,2.0,-1.2,6,-12,-2,-6,0.5,-1.3
C#CCOc1ccccc1C(N)=O,-1,nt,0.3,1.3,-0.1,-3,1,2,-1,-0.3,-1.8
Cc1ccc(C(=O)OCC(=O)Nc2ccccc2C(F)(F)F)cc1S(=O)(=O)N1CCOCC1,1,0.2,-0.1,0.7,-1.1,12,12,-3,-1,0.0,-1.0
NC(N)=N/N=C/c1ccccc1,-1,-0.5,0.1,-1.1,-1.2,0,-1,-3,-2,-0.6,-1.3
CCC1(CC)NC(=O)N(CC(=O)OCC(=O)NC(=O)c2ccccc2OC)C1=O,-1,-0.2,-1.6,-3.3,0.1,16,-11,-2,-2,0.2,-1.0
O=C(CN1C(=O)CSc2ncccc21)Nc1cccc(Cl)c1,-6,-0.2,-0.2,-0.4,0.1,-8,1,2,-3,0.0,-0.7
O=C(c1ccc(NS(=O)(=O)c2ccc(F)cc2)cc1)N1CCN(c2ccccc2O)CC1,-7,0.2,-2.9,-0.1,-0.7,-37,-8,-2,-2,-1.3,-0.9
COc1ccccc1C(=O)Nc1ccc2nc3n(c(=O)c2c1)CCCC3,1,-0.8,2.1,-0.1,-0.9,10,-8,0,7,-0.2,-1.0
CC(C)N1CC(C(=O)Nc2cc(Cl)cc(Cl)c2)CC1=O (stereo unspecified),2,-0.8,0.7,-2.5,-0.9,4,-9,-4,1,0.2,-0.8
Cc1nnc(SCc2ccccc2Cl)n(N)c1=O,2,0.7,0.5,5.2,1.4,-2,-2,-2,-1,0.6,-0.1
O=C(O)CCCCCCCCc1cn(CC2CCCCC2)nn1,-4,1.3,0.0,-1.9,2.4,-2,-1,1,-2,-0.1,-1.2
CC1CCCN(C2=NC(=O)/C(=C/c3cn(-c4ccccc4)nc3-c3cccc(S(=O)(=O)N(C)C)c3)S2)C1 (stereo unspecified),-2,-0.7,-0.8,3.1,-1.4,-7,2,0,-2,-0.7,-0.6
COc1ccccc1CNC(=O)CCNS(=O)(=O)c1ccc2c(c1)CC(C)N2C(C)=O (stereo unspecified),0,0.1,-1.8,0.0,0.5,3,3,1,0,-0.3,-1.4
CN(C)S(=O)(=O)c1cccc(C(=O)Nc2ccccc2Cl)c1,4,-0.3,2.4,1.1,-0.7,0,4,5,1,-0.9,-0.8
Cc1ccc(NC(=O)CCNC(=O)c2ccc(Cl)cc2)nc1,-9,0.8,3.0,3.1,1.4,3,-19,3,-4,1.1,-1.3
C#CCN(C[C@@H]1[C@@H](OC(=O)NCc2ccccc2)[C@@H](OC(=O)NCc2ccccc2)Cn2c(=O)n(CCCCCC)c(=O)n21)S(=O)(=O)c1ccc(C)cc1,2,0.3,1.9,0.7,-1.5,-7,1,-4,2,0.4,-1.2
O=C(CN1CCCN(S(=O)(=O)c2ccc(F)cc2)CC1)Nc1cccc(F)c1,0,0.2,-0.1,0.4,0.6,-9,2,0,4,-0.3,-0.5
Nc1c(C(=O)Nc2ccc(Cl)cc2)oc2ccccc12,0,4.3*,5.4,20*,22*,12,-58,4,5,6.4*,2.2*
Cc1ccc(OCC(=O)Nc2ccc3oc(=O)ccc3c2)cc1C,1,-0.8,0.0,-0.9,-1.6,-1,-5,2,-1,-0.3,-1.0
c1csc(-c2ncc3ccccn23)c1,3,1.1,1.2,4.8,0.7,4,-86,1,0,1.0,-0.1
CN(C)CCC1c2ccc(Cl)cc2CCc2cccnc21 (stereo unspecified) (tested in a mixture with another compound),-15,-0.5,-0.2,-0.9,5.3,-16,-1,3,-47,-0.3,-0.2
COc1cc(/C=N\NC(=O)CC(=O)NCCc2ccccc2)ccc1O,-2,0.3,-1.6,-2.4,-0.7,1,-27,-2,-4,-0.2,-0.9
CC(=O)Nc1sc2c(c1C(c1cccs1)N1CCOCC1)CCCC2 (stereo unspecified),-12,0.6,-1.1,2.2,-0.9,5,-7,1,-10,-0.6,-0.9
CCOc1cc(N2CCOCC2)c(OCC)cc1NC(=O)COc1ncnc2ccccc12,17,-0.3,-2.0,-1.6,4.5,4,-6,1,12,0.1,-0.3
CCOC(=O)C1C(=O)N(C(=O)c2ccc(OC)cc2)CC1c1ccccc1 (stereo unspecified),1,0.4,-1.6,1.4,2.4,-7,2,-2,-4,0.1,-1.0
CC(C)(C)NC(=O)CSc1nnc(-c2ccccn2)n1Cc1ccccc1,10,-1.3,1.9,-1.0,-1.9,2,1,-1,-1,-0.5,-0.4
COc1ccc(-c2csc(Nc3ccccc3)n2)cc1,-10,1.8,5.5,21*,5.4,-2,12,2,20,7.4*,0.3
Cc1ccc(CNC(=O)c2ccccc2NS(C)(=O)=O)cc1,4,-0.8,0.6,-0.1,2.1,2,-195,1,6,-0.7,-0.9
C=CCOc1ccc(C(c2c(C(=O)O)[nH]c3ccccc23)c2c(C(=O)O)[nH]c3ccccc23)cc1,-2,1.7,0.5,3.1,7.5*,-89,1,-2,-4,-0.2,0.1
COc1cc(C(=O)NCC(=O)N/N=C/c2cccnc2)cc(OC)c1OC,1,0.8,1.1,1.9,-0.2,0,0,-2,3,0.0,-0.4
Cc1[nH]nc2c1C(CC(C)C)C(C#N)=C(N)O2 (stereo unspecified),-1,nt,-0.4,-0.1,0.2,-12,-12,5,2,-0.6,-1.4
COc1ccc(N2C(N)=NC(N)=NC2(C)C)cc1,0,0.6,-3.4,-0.2,-1.6,1,0,0,-1,0.7,-1.3
O=C(Cn1cncn1)N/N=C/c1ccc(Cl)cc1,2,-1.0,0.8,1.4,-0.1,1,4,0,-1,-0.1,-1.5
Cc1cccc(NC(=O)CCS(=O)(=O)c2ccccc2)c1C,4,nt,nt,1.7,-0.8,12,-11,-1,5,0.1,-1.1
CC1CCCN(c2nc(-c3cccnc3)nc3scc(-c4ccccc4)c23)C1 (stereo unspecified),12,0.0,5.4,1.9,-0.1,-2,-1,1,0,1.1,-1.0
CC(=O)Nc1ccc(NC(=O)c2ccc(-c3ccc([N+](=O)[O-])cc3)o2)cc1,3,-0.6,0.8,-2.6,-1.9,4,-2,-1,5,-0.2,-0.2
C=CCn1c(-c2csc(-c3ccc(OC)c(OC)c3)n2)n[nH]c1=S,-2,-0.5,7.6*,1.6,-1.6,10,-11,1,1,-0.1,-1.4
O=C(CSc1n[nH]c(-c2ccccc2)n1)Nc1ccc(N2CCOCC2)cc1,-12,-0.4,0.4,0.1,-1.6,-11,-2,1,-4,-1.9,-1.7
COc1ccc(C)cc1NC(=O)CCS(=O)(=O)c1ccc2c(c1)CCN2C(C)=O,-10,-0.7,1.5,1.6,0.2,0,2,0,-2,-0.9,-0.8
CN(C)C(=S)Nn1c(-c2ccccc2)nc2ccccc2c1=O,1,-2.4,1.0,0.3,-2.9,10,6,-1,-1,-0.1,-2.0
O=C(CSCc1nc2ccccc2[nH]1)N1CCN(c2ccc(F)cc2)CC1,-10,-1.4,-2.3,-4.4,-0.8,5,-12,-3,-2,-2.9,-1.5
O=c1c2ccccc2nc(N/N=C/c2c(O)ccc3ccccc23)n1O,-2,-3.9,-6.2,-4.3,-0.4,17,-113,2,7,-2.0,-1.1
NNC(=O)CNC(=O)c1cccc(Br)c1,4,-1.0,-1.5,-2.5,3.2,0,6,0,3,-0.4,-1.2
CC(=O)Oc1c(/C=C(\C#N)C(N)=O)[nH]c2ccccc12,-8,-0.5,-1.7,-2.4,2.1,2,i,-4,-15,-0.9,-0.6

Later entries:
Molecule,NPR2 activator,DAX1 inh-1,GAA850 FXN act,hgDAF-12 ag,hcDAF12 agonist,sPLA2-III inh,ADAM10 inh,SMARCA2 activ,GC-A act,DAX1 inh-2,ssDAF-12 act
CC(/C=C/C=C/c1ccccc1)=N\NC(=O)c1cccnc1,-3,4.5*,1.4,5.8,-0.3,1,-4,-4,2,-1.2,-1.1
CC(C)Cc1nnc(NC(=O)CCC(=O)N2CCN(C3CCCC3)CC2)s1,2,1.4,-1.3,-1.6,-0.5,4,3,-1,3,0.5,-1.3
COCCCn1c(-c2ccco2)nc2ccccc2c1=O,1,-1.4,1.3,0.0,-0.6,-2,-10,2,4,0.1,-0.9
CCOC(=O)N1CCN(S(=O)(=O)c2ccc(C)c(C)c2)CC1,0,-0.1,0.5,-3.1,-1.7,-4,-1,-2,1,-1.1,-1.3
CCOc1ccc(OCC(=O)N2CCC3(CC2)CC(=O)c2ccccc2O3)cc1,-1,-1.5,3.9,1.3,-1.8,-5,-94,-2,1,-2.0,-1.4
CN(Cc1cccs1)C(=O)COc1cccc2c1OC(C)(C)C2,-1,-0.8,1.1,-1.6,-0.9,-1,-5,-3,-5,-1.5,-0.7
COCc1c(C)cc(C)c(/C=N/O)c1C,4,-0.3,0.0,-0.7,-1.4,4,-5,0,3,0.4,-1.1
CCC(CC)c1nnc(NC(=O)CN2C(=O)C3C4C=CC(C4)C3C2=O)s1 (stereo unspecified),8,1.4,9.9*,1.6,-0.4,-2,0,-1,-1,0.3,-1.1
S=c1[nH]c2ccccc2n2c(=S)[nH]nc12,-116,1.9,2.2,0.0,1.9,21*,5,2,-77,0.3,-0.4
Cc1c(S(=O)(=O)N2CCCC2)c(=O)n(C)c(=O)n1C,-3,-0.1,0.1,2.7,-0.8,0,4,-3,2,2.9,-1.2
